Compound activity deposited in PubChem BioAssay by Broad Institute.
PAX8 reporter: inhibitors of PAX8 transcriptional activity in RMG-I cells. RMG-I TPO-luciferase reporter, SteadyGlo, 24 h. inhibition, % at 12.6 µM. 1.2% of 360,000 active. AID 652154;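 active means mean replicate inhibition at least 60% with every replicate also reaching 60%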;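 further: luciferase light reporting Pax8 driven TPO promoter activity; plate controls were median of neutral control wells for no effect and mitoxantrone controls for full effect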
INS-1E GSIS act: primary screen for activators of insulin secretion dependent on glucose, INS-1E cells, GLuc reporter luminescence. activation, % at 16.6 µM. INS-1E GLuc reporter insulin secretion, 2-3 h. 0.61% of 370,000 active. AID 743287;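 active means lowest replicate activation of at least 40%, so every replicate reaches that level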;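 further: 0% = median of neutral control wells and 100% = median of IBMX positive control wells; some compounds called inactive have numbers as strong as hits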
An asterisk follows results filed as active. A portion of the library; rates above refer to the full screens.

For Cc1nc2sc(C(c3ccc(Cl)cc3)N3CC(C)OC(C)C3)c(O)n2n1 (stereo not drawn) the results were PAX8 reporter 15.
`Cc1cccc(CCN(C(=O)Cc2cccs2)C(C(=O)NC2CCCCC2)c2cccnc2)c1` (stereo not drawn) gave PAX8 reporter -1.
`COc1ccc(N2CCN(C(=O)CSc3nnc(-c4cccnc4)n3-c3ccccc3)CC2)cc1` gave PAX8 reporter 4.
Cc1cc(=O)oc2c(CN(CC(C)C)CC(C)C)c(O)ccc12 was read as PAX8 reporter -12.
C1COCCNCCOCCOCCN1 was read as PAX8 reporter 6.
CCC(=O)Nc1nonc1-c1nc2ccccc2n1CC(C)C was read as PAX8 reporter -14.
O=C(Nc1ccc(N2CCOCC2)c(Cl)c1)c1ccc(Br)o1 was read as PAX8 reporter -143.
`CCOC(=O)c1c(NC(=O)c2cc(C)oc2C)sc(C(=O)Nc2ccc(Cl)cc2)c1C` gave PAX8 reporter -87.
Screening CC(=O)c1ccc2c3c(cccc13)CC2 returned PAX8 reporter -6.
CC1=NCCN1S(=O)(=O)c1cc(Cl)ccc1Cl was read as PAX8 reporter 4.
Screening Cc1ccc(N(Cc2ccc(C(=O)NC3CCCCC3)cc2)S(C)(=O)=O)cc1C returned PAX8 reporter -15.
For Cn1c(CSCc2ccc(Cl)c(Cl)c2)nnc1SCC(=O)Nc1nccs1 the results were PAX8 reporter 12.
For CN1CCN(C(=O)NC2CCCCC2)CC1 the results were PAX8 reporter -4.
Screening CN(Cc1ccccc1)C(=O)CN(C1CCCCC1)S(C)(=O)=O returned PAX8 reporter 0.
Screening CCN(CC)S(=O)(=O)c1ccc2c(c1)c(=O)c(C(=O)NCCN(C)CCc1ccccc1)cn2C returned PAX8 reporter 0.
`COC(=O)c1[nH]c2ccc(Br)cc2c1NC(=O)Oc1ccccc1` gave PAX8 reporter -114.
For Brc1ccc(-c2ccc(/C=N/Nc3nncc(-c4ccccc4)n3)o2)cc1 the results were PAX8 reporter 12.
`O=C(Oc1ccc(N(Cc2cccs2)C2=NS(=O)(=O)c3ccccc32)cc1)c1ccc(Cl)cc1` gave PAX8 reporter 10.
For Cc1ccsc1/C=N/NC(=O)c1c[nH]c2ccccc12 the results were PAX8 reporter -92.
Screening Cc1cc(N)n(-c2ccc3ccccc3c2)n1 returned PAX8 reporter -15.
Screening O=C(CSc1nnc(-c2ccncc2)n1CC1CCCO1)Nc1nccs1 (stereo not drawn) returned PAX8 reporter 7.
`COc1ccc(C(=O)Sc2ccc(C)cc2)cc1OC` gave PAX8 reporter -102.
Cc1ccc(SC(=O)COc2ccc(C)c(C)c2)cc1 was read as PAX8 reporter -10.
Cc1cc2nc(C)n(CCCN)c2cc1C was read as PAX8 reporter 1.
`COc1ccc(C2CC(=O)C(C=NCCO)=C(O)C2)cc1OC` (stereo not drawn) gave PAX8 reporter 10.
For Nc1nc(-c2ccc(Br)s2)c(Br)s1 the results were PAX8 reporter -5.
`Cc1ccc(OCC(O)CN2CCN(CC(O)COc3ccc(C)cc3)CC2)cc1` (stereo not drawn) gave PAX8 reporter -34.
O=C(CN1C(=O)NC2(CCCCC2)C1=O)Nc1ccc(S(=O)(=O)N2CCOCC2)cc1 was read as PAX8 reporter 26.
CCOC(=O)c1cnc(NCc2ccccc2)nc1C was read as PAX8 reporter -121.
Screening Cc1cc(C(=O)CSc2n[nH]c(N)n2)c(C)n1-c1cc(F)ccc1F returned PAX8 reporter -94.
For O=S(=O)(NCCNS(=O)(=O)c1ccccc1)c1ccccc1 the results were PAX8 reporter -6.
Screening CCC(C)(C)n1nnnc1C(c1ccc(C)cc1)N1CCN(C(=O)c2ccco2)CC1 (stereo not drawn) returned PAX8 reporter -6.
Screening Cc1cnc(-c2nnc(N(C)C(=O)c3cccnc3)s2)cn1 returned PAX8 reporter -46.
O=C(Nc1ccc(NC(=O)C2CC2)nc1)c1cccc(F)c1 was read as PAX8 reporter -55.
Cc1ccc(C(=O)OCC(=O)Nc2ccc(N(C)C)cc2)cc1NC(=O)c1ccco1 was read as PAX8 reporter 4.
Cc1ccc(NC(=S)N2CCOCC2)c(C)c1 was read as PAX8 reporter 11.
For COC(=O)CC1SC(=O)NC1=Nc1ccccc1 (stereo not drawn) the results were PAX8 reporter 7.
Cc1cc(C)nc(N2CCC(CNC(=O)CCc3ccccc3)CC2)n1 was read as PAX8 reporter 6.
Screening COc1ccc2c(c1)c(C(O)CN1CCC(Cc3ccccc3)CC1)c(C)n2C (stereo not drawn) returned PAX8 reporter 9.
CCOC(=O)CN1NC2(CCC(C(C)(C)C)CC2)NC1=S (stereo not drawn) was read as PAX8 reporter 7.
For CC(O)(C#CCN1CCOCC1)c1ccccc1 (stereo not drawn) the results were PAX8 reporter 10.
Screening Clc1ccc(-c2nc(N3CCCCC3)nc3ccccc23)cc1 returned PAX8 reporter 4.
For O=C1OC(N2CCN(C/C=C/c3ccccc3)CC2)c2ccccc21 (stereo not drawn) the results were PAX8 reporter 10.
`COc1ccc(OC)c(CN2CCN(c3ccccc3OC)CC2)c1` gave PAX8 reporter 9.
CCOC(=O)C1=C(O)CSC1=Nc1ccc(Cl)cc1 was read as PAX8 reporter -5.

The list goes on; it opens with the 2 that closed the last part.
`COc1ccc(OC)c(CN2CCN(c3ccccc3OC)CC2)c1` gave PAX8 reporter 9.
CCOC(=O)C1=C(O)CSC1=Nc1ccc(Cl)cc1 was read as PAX8 reporter -5.
`COc1ccc(NC(=O)C2CC(=O)n3cnnc3S2)cc1` (stereo not drawn) gave PAX8 reporter 18.
Screening COc1ccccc1CC(=O)O/N=C(\N)c1cccc([N+](=O)[O-])c1 returned PAX8 reporter -9.
For CCc1ccc(-c2nnn(CCC(=O)OC)n2)cc1 the results were PAX8 reporter -24.
For O=C(/C=C/c1ccccc1)c1ccc2c(c1)OCCCCO2 the results were PAX8 reporter -145.
Screening Clc1ccccc1CSc1nnc(Cn2cnc3ccccc32)n1-c1ccccc1 returned PAX8 reporter 13.
Screening COCc1[nH][nH]c(=O)c1C=Nc1ccc(Cl)cc1 returned PAX8 reporter -17.
`CCCCNC(=O)Oc1cccc(N2CCCC2=O)c1` gave PAX8 reporter -15.
Screening Cc1ccc(S(=O)(=O)NCCSc2nnnn2-c2cc(C)ccc2C)cc1 returned PAX8 reporter -13.
For O=C(O)Cc1c(O)ccc2ccccc12 the results were PAX8 reporter 24.
For O=C(NC1CCCCC1)C1CCN(c2nccs2)CC1 the results were PAX8 reporter -12.
`Cc1ccc(S(=O)(=O)/N=c2\sccn2C)cc1` gave PAX8 reporter -6.
For COC(=O)CSc1snnc1-c1ccc(Cl)c(Cl)c1 the results were PAX8 reporter -1.
Cn1c(=O)c2c(nc(NCc3ccc4c(c3)OCO4)n2Cc2ccc(F)cc2)n(C)c1=O was read as PAX8 reporter 5.
For COc1cccc(NC(=O)C2CC(=O)n3cnnc3S2)c1 (stereo not drawn) the results were PAX8 reporter -10.
`COc1ccc(C2=NOC(C(=O)NCc3cccs3)C2)cc1OC` (stereo not drawn) gave PAX8 reporter 3.
Screening CC(C)CNc1cc(=O)n(C)c(=O)n1C returned PAX8 reporter 1.
Screening Cn1c(=O)c2c(nc(NCCCO)n2CCc2ccccc2)n(C)c1=O returned PAX8 reporter 7.
For O=C(c1ccc(-n2cccc2)cc1)N1CCOCC1 the results were PAX8 reporter -13.
`O=C(Cn1cnc2c(cnn2-c2ccccc2Cl)c1=O)N1CCc2ccccc21` gave INS-1E GSIS act -9.
COc1cccc(-c2nc(NCc3ccco3)c3ccccc3n2)c1O was read as INS-1E GSIS act 76*.
Screening Cc1ccc(CS(=O)(=O)Cc2ccc(C(=O)NCc3cccnc3)o2)cc1 returned INS-1E GSIS act 4.
Oc1ccc(-c2nc3ncccn3c2Nc2ccc3c(c2)OCO3)cc1 was read as INS-1E GSIS act 6.
CSCC[C@H](NC(=O)OCc1ccccc1)C(=O)O was read as INS-1E GSIS act 7.
For CC(C)c1ccc(-c2cc(C(=O)NN3CCN(C)CC3)c3ccccc3n2)cc1 the results were INS-1E GSIS act -11.
For FC(F)(F)c1nnc2ccc(N3CCCC3)nn12 the results were INS-1E GSIS act 9.
`Cn1c(SCC(=O)N2CCN(c3ccccc3)CC2)nnc1-c1cc2ccccc2o1` gave INS-1E GSIS act 3.
Screening C=CCn1c(N)c(C(=O)OC(C)(C)C)c2nc3ccccc3nc21 returned INS-1E GSIS act 9.
COc1cc(C(C)=O)ccc1Oc1ncnc2c1cnn2-c1ccc(F)cc1 was read as INS-1E GSIS act -3.
For CC1CN(C(=O)c2c(Br)cnn2C)CC(C)O1 (stereo not drawn) the results were INS-1E GSIS act 7.
Screening Cc1cc(NC(=O)c2ccc3nc(C)sc3c2)no1 returned INS-1E GSIS act -8.

Ordered by count of non-hydrogen atoms (smallest number first): part of the list above
Cc1cc2nc(C)n(CCCN)c2cc1C was read as PAX8 reporter 1.
Cc1ccc(NC(=S)N2CCOCC2)c(C)c1 was read as PAX8 reporter 11.
Screening COCc1[nH][nH]c(=O)c1C=Nc1ccc(Cl)cc1 returned PAX8 reporter -17.
Screening Cc1cc(NC(=O)c2ccc3nc(C)sc3c2)no1 returned INS-1E GSIS act -8.
`COc1ccc(C(=O)Sc2ccc(C)cc2)cc1OC` gave PAX8 reporter -102.
For COc1cccc(NC(=O)C2CC(=O)n3cnnc3S2)c1 (stereo not drawn) the results were PAX8 reporter -10.
For O=C(/C=C/c1ccccc1)c1ccc2c(c1)OCCCCO2 the results were PAX8 reporter -145.
Cc1cc(=O)oc2c(CN(CC(C)C)CC(C)C)c(O)ccc12 was read as PAX8 reporter -12.
Screening C=CCn1c(N)c(C(=O)OC(C)(C)C)c2nc3ccccc3nc21 returned INS-1E GSIS act 9.
`COc1ccc(OC)c(CN2CCN(c3ccccc3OC)CC2)c1` gave PAX8 reporter 9.
Oc1ccc(-c2nc3ncccn3c2Nc2ccc3c(c2)OCO3)cc1 was read as INS-1E GSIS act 6.
Screening O=C(CSc1nnc(-c2ccncc2)n1CC1CCCO1)Nc1nccs1 (stereo not drawn) returned PAX8 reporter 7.
COc1cc(C(C)=O)ccc1Oc1ncnc2c1cnn2-c1ccc(F)cc1 was read as INS-1E GSIS act -3.
For CC(C)c1ccc(-c2cc(C(=O)NN3CCN(C)CC3)c3ccccc3n2)cc1 the results were INS-1E GSIS act -11.
Cc1ccc(C(=O)OCC(=O)Nc2ccc(N(C)C)cc2)cc1NC(=O)c1ccco1 was read as PAX8 reporter 4.
`Cc1cccc(CCN(C(=O)Cc2cccs2)C(C(=O)NC2CCCCC2)c2cccnc2)c1` (stereo not drawn) gave PAX8 reporter -1.
`COc1ccc(N2CCN(C(=O)CSc3nnc(-c4cccnc4)n3-c3ccccc3)CC2)cc1` gave PAX8 reporter 4.

More entries
Screening Cc1c(Cl)cnc(NC(=O)COC(=O)CCS(=O)(=O)c2ccccc2)c1Cl returned INS-1E GSIS act 14.
CCCCCCCN(C(=O)CCl)c1ccccc1C was read as INS-1E GSIS act -14.
Cc1ccc(CNC(=O)C2c3ccccc3C(=O)N(C)C2c2c[nH]c3ccccc23)o1 (stereo not drawn) was read as INS-1E GSIS act 3.
`Cc1ncc(CC(=O)n2cc(C(=O)c3cc(Cl)ccc3O)cn2)s1` gave INS-1E GSIS act -4.
Screening Cn1c(=O)c2c(nc(SCC(=O)c3cccs3)n2Cc2ccc(F)cc2)n(C)c1=O returned INS-1E GSIS act -10.
`CSc1nc(N)nc(SCC(=O)Nc2ccc(Cl)cc2)c1C#N` gave INS-1E GSIS act -23.
COCc1nnc(NS(=O)(=O)c2ccc(NC(C)=O)cc2)s1 was read as INS-1E GSIS act 3.
Screening CCOC(=O)C(=O)/C(=C\N(C)C)c1onc(-c2ccccc2)c1C(=O)OC returned INS-1E GSIS act 7.
CC(=O)Nc1ccc2c(c1)OCCO2 was read as INS-1E GSIS act 7.
For CCOC(=O)c1cc2occc2n1CC(=O)NCCOC the results were INS-1E GSIS act -12.
COc1ccc(-c2nc3ccccc3n2Cc2ccc(C)cc2)cc1 was read as INS-1E GSIS act -19.
For c1ccc(-n2nnc3cnccc32)cc1 the results were INS-1E GSIS act 14.
Cc1ccc(CN(C(=O)Cn2nnc3ccccc32)C(C(=O)NCc2ccco2)c2cccs2)cc1 (stereo not drawn) was read as INS-1E GSIS act -9.
`CCOC(=O)c1cccc(NC(=O)COC)c1` gave INS-1E GSIS act -11.
`CCn1c(=O)n(CC(=O)Nc2cc(OC)c(OC)c(OC)c2)c(=O)c2ccccc21` gave INS-1E GSIS act -2.
`CNC(=S)N(Cc1ccc2c(c1)OCO2)C1CC(=O)N(c2ccc(F)cc2)C1=O` (stereo not drawn) gave INS-1E GSIS act -10.
Screening CC1=CC(C)(C)Nc2ccc(OC(=O)CN3C(=O)c4cccc5cccc(c45)C3=O)cc21 returned INS-1E GSIS act 1.
For CCCc1nc(NCC2CCCO2)c2nnn(Cc3ccccc3)c2n1 (stereo not drawn) the results were INS-1E GSIS act 12.
`N#Cc1c(N)nc(SCC(=O)NC2CCCCC2)c(C#N)c1-c1ccc(Cl)cc1` gave INS-1E GSIS act 60.
For COC(=O)c1c(C)cc(C)n2c1nc1ccccc12 the results were INS-1E GSIS act 3.
`O=C(CCCN1C(=O)c2ccccc2C1=O)N1CCCCC1` gave INS-1E GSIS act 1.
COCCCNC(=O)Cn1cc(C(=O)c2cccs2)c2ccccc21 was read as INS-1E GSIS act 5.
`CCOC(=O)c1[nH]c(C)c(C(=O)OC(C)C(=O)Nc2ncc(Cl)cc2Cl)c1C` (stereo not drawn) gave INS-1E GSIS act -14.
Screening CNC(=S)N1N=C(c2ccccc2)CC1c1ccc(OC)c(OC)c1 (stereo not drawn) returned INS-1E GSIS act -2.
Cc1cccc(-c2nc3c(c(SCC(=O)N(C)C)n2)CCCC3)c1 was read as INS-1E GSIS act 20.
`COc1ccc2[nH]c(=O)c(CN(C(=O)c3ccncc3)C(C)(C)C)cc2c1` gave INS-1E GSIS act 5.
Cn1cccc1/C=N/n1c(-c2ccc(Cl)cc2)n[nH]c1=S was read as INS-1E GSIS act 1.
Screening S=C(NCC1CCCO1)n1nnc2ccccc21 (stereo not drawn) returned INS-1E GSIS act -8.
CCOc1cc(/C=C2/NC(=O)N(Cc3ccccc3F)C2=O)ccc1O was read as INS-1E GSIS act -24.
